Anthrax LF inh2 = anthrax lethal factor protease inhibition. multiplex microsphere protease cleavage assay, LF. inhibition, % at 10 µM. 360,000 compounds, 0.12% hits. AID 588501; further: plate controls were buffer without enzyme for full effect and enzyme alone for no effect
Target sequence (P15917 whole entry, looked up): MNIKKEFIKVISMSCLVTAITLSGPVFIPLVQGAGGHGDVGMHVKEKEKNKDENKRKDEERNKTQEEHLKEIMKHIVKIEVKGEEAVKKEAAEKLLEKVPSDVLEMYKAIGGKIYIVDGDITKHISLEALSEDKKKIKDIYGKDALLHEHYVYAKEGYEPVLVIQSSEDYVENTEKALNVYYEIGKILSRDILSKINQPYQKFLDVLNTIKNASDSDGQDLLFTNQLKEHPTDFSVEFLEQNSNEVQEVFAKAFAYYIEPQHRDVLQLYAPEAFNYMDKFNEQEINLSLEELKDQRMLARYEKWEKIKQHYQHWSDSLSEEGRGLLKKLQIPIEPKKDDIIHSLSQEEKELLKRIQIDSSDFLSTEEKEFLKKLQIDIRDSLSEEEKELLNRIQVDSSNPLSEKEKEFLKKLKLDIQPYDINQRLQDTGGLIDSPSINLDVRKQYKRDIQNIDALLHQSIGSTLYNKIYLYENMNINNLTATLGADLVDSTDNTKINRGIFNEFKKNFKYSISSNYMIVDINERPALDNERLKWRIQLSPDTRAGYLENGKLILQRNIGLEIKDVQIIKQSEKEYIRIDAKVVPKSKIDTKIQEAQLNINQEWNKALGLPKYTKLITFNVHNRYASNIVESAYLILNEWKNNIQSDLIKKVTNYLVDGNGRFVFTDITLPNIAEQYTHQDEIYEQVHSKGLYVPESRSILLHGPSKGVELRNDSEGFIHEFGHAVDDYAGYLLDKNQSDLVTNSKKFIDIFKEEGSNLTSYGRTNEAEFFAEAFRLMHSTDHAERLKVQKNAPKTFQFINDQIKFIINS
PrPC surface inh = inhibitors of human cell surface prion protein PrPC; P04156; TR-FRET read-out; inhibition, % at 13.8 µM; 370,000 compounds, 0.43% hits; in the data active means inhibition above about 24%; further: 0% = median of the test wells and 100% = reference compound wells
SARS 3CLpro inh = SARS-CoV 3CLpro protease inhibition; P0C6X7; recombinant SARS-CoV 3CLpro, quenched FRET peptide cleavage; inhibition, % at 6 µM; 290,000 compounds, 0.14% hits; AID 1706; in the data active means inhibition above about 12%
PriA SSB inh = K. pneumoniae PriA-SSBct interaction inhibition; 430,000 compounds, 0.6% hits; inhibition, % at 33 µM; AID 1272365; AlphaScreen SSBct-PriA binding, biotinylated peptide; in the data active means inhibition mostly above about 37%, no sharp cut-off; inactive means mostly below about 20%;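 further: plate controls were negative control peptide for no effect and reference peptide for full effect; strong numbers were not always called active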
BH1578 lux ind = inducers of Vibrio cholerae quorum light production without autoinducers; V. cholerae BH1578 lux reporter, luminescence, 6 h; activation, % at 18.7 µM; 350,000 compounds, 0.16% hits; in the data active means activation mostly above about 9.7%, no sharp cut-off; inconclusive means no clear call, values can overlap the other calls; inactive means mostly below about 3.7%; further: not every result past the cut was called active; inactives centre near 0; reference of the scale not given here
BoNT-A LC inh2 = blocks Botulinum neurotoxin A light chain protease; multiplex microsphere protease substrate cleavage, flow cytometry; inhibition, % at 10 µM; 360,000 compounds, 0.17% hits; AID 588499; further: plate controls were buffer without enzyme for full effect and enzyme alone for no effect
PfHsp40 rescue = compounds rescuing yeast from Plasmodium falciparum HSP40 toxicity; S. cerevisiae expressing PfHsp40, growth rescue, ATP luminescence; growth rescue, % at 12.5 µM; 340,000 compounds, 0.68% hits; AID 504582; in the data active means growth rescue above about 28%, passing the limit was not always enough; inconclusive means no clear call, values can overlap the other calls;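 further: yeast W303a lacking pdr1 and pdr3 grown in galactose medium; growth measured after three days at 30 °C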
Y pestis TopoI = blocks Yersinia pestis topoisomerase I activity; activity, % at 10 µM; 360,000 compounds, 0.064% hits; AID 504884; Y. pestis Topo-I cleavage product accumulation, plate reader; in the data active means activity above about 50%, passing the limit was not always enough; inconclusive means no clear call, values can overlap the other calls; further: inactives centre near 2
TcdB GH inh = inhibitors of Clostridioides difficile toxin B glycohydrolase. P18177. TcdB glycohydrolase enzymatic assay, plate reader. inhibition, % at 9.99 µM. 350,000 compounds, 0.24% hits; in the data active means inhibition above about 10%
The depositor's hits bear a star; i = inactive; ? = inconclusive; / = no result given. Unless noted, no stated cut-off is given here; in the data, active means inhibition above about 30%; inconclusive means no clear call, values can overlap the other calls; inactive means below that.

SMILES	Anthrax LF inh2	PrPC surface inh	SARS 3CLpro inh	PriA SSB inh	BH1578 lux ind	BoNT-A LC inh2	PfHsp40 rescue	Y pestis TopoI	TcdB GH inh
Cc1ccc(SC(C)C(=O)Nc2cccc(N(C)S(C)(=O)=O)c2)cc1 (stereo unspecified)	-14.9	0.8	1.6	2.6	-0.2	6.3	-0.1	-0.1	/
Cc1ccc(S(=O)(=O)CCC(=O)Nc2nnc(CC(C)C)s2)cc1	/	-3.9	/	-11.0	i	/	-2.1	16.7	-0.8
Clc1ccc(-c2cccc3nccn23)c(Cl)c1	3.7	-6.2	/	/	-0.8	-0.4	/	10.7	1.5
CCC(=O)Nc1nc2ccc(NC(=O)COc3ccccc3)cc2s1	0.3	1.3	-2.2	-2.7	-7.7	-0.7	?	0.6	-0.7
O=S(=O)(NCc1ccc2c(c1)OCO2)c1cccc2cccnc12	-1.5	0.7	1.3	3.3	/	0.1	-0.5	9.1	/
CC(OC(=O)c1ccc(O)cc1)C(=O)Nc1cc(C(F)(F)F)ccc1Cl (stereo unspecified)	-0.8	-0.7	6.4	-9.8	-0.3	0.3	1.6	-6.4	1.9
O=[N+]([O-])c1cccc(C(=Nc2cccc(Cl)c2)NO)c1	-2.2	-4.8	-2.8	-17.5	i	0.7	0.6	-4.0	/
COc1cccc(N(C(=O)CNC(=O)c2ccco2)C(C(=O)NC2CCCC2)c2cccnc2)c1 (stereo unspecified)	-5.0	-6.2	2.8	-5.7	-0.2	-4.8	-1.4	-8.4	1.1
Cc1ccc(-n2c(CNc3cccc(Cl)c3)n[nH]c2=S)cc1	-2.9	3.9	4.4	12.1	i	0.2	1.1	-6.7	0.1
CCOC(=O)c1c(S(=O)(=O)N2CCCCC2C)c(C)n(C)c1C (stereo unspecified)	-0.8	-0.7	-6.7	-6.6	i	0.8	-0.7	-3.6	1.6
CC(C)C[C@@H]1CC2=C(C(=O)OC(C)(C)O2)[C@H](c2ccc(Cl)cc2)O1	-9.3	1.3	/	/	/	-0.6	/	/	0.8
O=C(O)C(Cc1ccccc1)n1c(=S)[nH]c2ccccc2c1=O (stereo unspecified)	1.9	5.8	-0.3	8.7	-0.3	-0.9	-0.2	-8.5	1.1
CC1CCCCN1C(=O)Cn1c(=O)oc2cc(S(=O)(=O)N3CCCC3)ccc21 (stereo unspecified)	2.4	4.5	1.1	-11.5	-0.2	-1.0	-0.7	2.7	0.3
COc1ccc(COC(=O)c2ccc(Br)c(S(=O)(=O)N3CCOCC3)c2)cc1F	1.2	0.5	/	-14.1	2.8	3.8	0.1	-2.9	4.4
COc1ccc(NC(=O)CN(C)C(=O)CSc2nc3ccccc3s2)cc1	-3.0	1.4	/	-14.7	20.0*	-4.9	0.5	7.9	1.3
CC(C)(C)NC(=O)NC(=O)COC(=O)CNC(=O)c1cc(Cl)cc([N+](=O)[O-])c1	2.9	-18.2	-1.2	-0.3	i	-0.6	-1.4	3.1	0.7
CCO/C=C1\N=C(c2ccc(F)cc2)OC1=O	1.3	-5.5	6.4	-1.6	-0.3	-0.1	-0.7	-4.2	-0.2
CCc1noc(C)c1C(=O)Nc1nnc(C(CC)CC)s1	-10.8	-4.0	/	-12.4	2.0	-1.2	0.0	-7.0	0.5
COc1cccc(/C=N/NC(=O)c2ccncc2)c1OC(=O)c1ccc(Br)cc1	0.0	/	7.4	/	i	0.2	5.0	16.1	/
O=[N+]([O-])c1ccc2nc[nH]c2c1	0.5	-18.7	/	-3.0	i	-0.2	0.2	0.3	1.4
CCN(CCn1cccn1)Cc1nc(-c2ccc(OC)cc2)no1	-6.1	-0.1	2.2	-10.2	i	0.7	-0.3	-0.9	-2.0
Cc1cccc2c1cnn2C(=O)Nc1ccc(Br)cc1F	-2.0	-4.0	2.0	-9.4	-0.3	0.1	-1.7	-3.4	-0.9
CC(NC(=O)c1ccccc1NC(=O)CN1CCN(c2ccccc2O)CC1)c1ccccc1 (stereo unspecified)	-2.1	13.9	/	4.6	i	-0.5	-0.4	-3.8	2.4
CC1Cc2ccccc2N1S(=O)(=O)c1cccc(C(=O)N2CC(=O)Nc3ccccc32)c1 (stereo unspecified)	0.0	-3.3	4.9	4.9	-0.4	0.2	-0.8	18.4	0.2
CCOc1ccc(OCC(=O)OCC(=O)N2CCN(S(=O)(=O)c3ccc(C)cc3C)CC2)cc1	-12.1	2.7	/	2.1	0.0	-0.1	-0.2	4.9	0.6
Cc1ccc(Nc2cc(C)nc3c(C)ccc([N+](=O)[O-])c23)cc1	-4.5	-1.3	1.9	106.3*	0.1	-1.0	0.0	6.3	0.9
COC(=O)c1ccc(NC(=O)c2c(Br)cnn2C)cc1	-22.6	1.8	-0.6	1.5	0.0	-7.9	0.1	-2.6	0.8
CCn1c(-c2ccc(C)cc2)n[nH]c1=S	0.6	11.6	5.1	-2.6	/	-0.6	1.0	5.6	/
Cc1ccc(CSCC(=O)NCCCN2CCOCC2)cc1	2.3	-5.4	-2.4	-43.4	5.0	0.0	0.1	1.5	-0.9
COc1ccc(CCNC(=O)c2c(O)c3c([nH]c2=O)CCCC3)cc1	-1.1	6.4	-4.1	-16.1	3.9	0.1	-0.5	-7.1	/
CC(=O)c1cccc(S(=O)(=O)NCCC(=O)Nc2ccc(S(N)(=O)=O)cc2)c1	-11.2	-0.4	0.1	-3.1	-2.3	0.2	0.4	2.3	2.8
COC(=O)c1ccc(NC(=O)C23CCC(C)(C(=O)O2)C3(C)C)cc1 (stereo unspecified)	-2.3	5.7	-2.7	-0.3	4.2	0.9	-0.5	-3.5	/
NC(=O)c1ccc(NC(=O)COC(=O)CC2Sc3ccccc3NC2=O)cc1 (stereo unspecified)	-0.4	-5.5	/	-2.7	i	1.0	-0.9	2.1	-1.0
O=C(Cn1cccc1C(=O)c1ccccc1)NCCN1CCCCCC1	-1.2	-6.3	2.6	14.6	12.5	1.3	-0.3	-4.0	/
COc1ccc(-c2ccc(F)cc2)cc1[C@H]1[C@H]2C=CC[C@@H](C)[C@@H]2C(=O)N1Cc1ccccc1	-8.9	1.4	/	0.8	-0.4	-0.1	-1.2	-7.1	0.0
O=C(c1ccc(OC2CCN(Cc3ccccn3)CC2)cc1)N1CCCC(O)C1 (stereo unspecified)	-1.2	5.5	2.9	8.7	i	0.5	-0.2	-11.3	1.3
Cc1cccc(NC(=O)c2ccccc2[N+](=O)[O-])n1	4.5	-6.3	-4.3	-3.2	i	-0.2	0.0	-3.3	/
O=C(c1sc2cc(F)ccc2c1Cl)N1CCN(c2ccccc2)CC1	-3.1	-4.7	-1.2	0.3	-0.2	0.8	3.4	24.0	0.2
Cc1cccc(NC(=S)NNc2cccc(Cl)c2)c1	-8.5	-5.7	7.9	21.6	i	-3.6	8.5	-8.2	-3.4
O=C(NCCN1CCOCC1)C(=O)NCC1OCCN1S(=O)(=O)c1ccc(Br)cc1 (stereo unspecified)	3.4	-3.8	-0.3	8.5	-0.2	0.7	-0.6	-3.0	1.6
CN(Cc1ccco1)S(=O)(=O)c1csc(C(N)=O)c1	0.7	-0.6	3.7	-4.5	-0.3	-0.8	2.3	-3.4	0.6
CC(=O)c1ccc(NC(=O)c2ccc(NC(=O)c3ccco3)cc2)cc1	-3.2	/	2.4	14.5	-2.5	-2.8	-1.4	4.1	/
Nc1nnc(CC(=O)N/N=C/c2cccc([N+](=O)[O-])c2)s1	-5.5	-28.2	2.6	/	-5.9	-0.9	0.0	-5.1	/
CS(=O)(=O)N(CC(=O)N1CCCC1)c1cccc(C(F)(F)F)c1	-0.4	-1.9	/	/	i	-0.2	/	6.0	2.0
CCOc1cc(C(=O)Nc2ccon2)cc(OCC)c1OCC	-1.2	-1.2	-7.1	-0.5	i	1.9	0.8	-10.0	/
COc1ccc(C(=O)NCc2nnc(SCC(=O)Nc3nc4ccccc4s3)o2)cc1OC	-1.5	3.9	-3.4	-17.3	i	-0.8	-0.5	0.8	/
CCC(=O)Nc1nnc(SCCOC)s1	3.0	-7.0	-1.0	-20.8	i	0.2	-1.2	5.7	/
O=S1(=O)CCO[C@H]2Cc3ccccc3[C@H]2N1Cc1ccccc1	-13.4	-3.2	2.8	-17.2	0.3	0.2	-0.7	-10.4	2.7
CN1/C(=C\C(=O)C(F)F)C(C)(C)c2ccccc21	-2.3	5.5	4.0	-18.1	-0.7	0.2	0.4	-5.4	/
CCN(CC)C(=O)c1ccc(N2C(=O)C3CC=C(Cl)CC3C2=O)cc1 (stereo unspecified)	0.1	4.1	-2.9	-9.3	i	1.6	0.0	-4.3	/

Structural class: the compounds so far with an NH in an aromatic ring
SMILES	Anthrax LF inh2	PrPC surface inh	SARS 3CLpro inh	PriA SSB inh	BH1578 lux ind	BoNT-A LC inh2	PfHsp40 rescue	Y pestis TopoI	TcdB GH inh
Cc1ccc(-n2c(CNc3cccc(Cl)c3)n[nH]c2=S)cc1	-2.9	3.9	4.4	12.1	i	0.2	1.1	-6.7	0.1
O=C(O)C(Cc1ccccc1)n1c(=S)[nH]c2ccccc2c1=O (stereo unspecified)	1.9	5.8	-0.3	8.7	-0.3	-0.9	-0.2	-8.5	1.1
O=[N+]([O-])c1ccc2nc[nH]c2c1	0.5	-18.7	/	-3.0	i	-0.2	0.2	0.3	1.4
CCn1c(-c2ccc(C)cc2)n[nH]c1=S	0.6	11.6	5.1	-2.6	/	-0.6	1.0	5.6	/
COc1ccc(CCNC(=O)c2c(O)c3c([nH]c2=O)CCCC3)cc1	-1.1	6.4	-4.1	-16.1	3.9	0.1	-0.5	-7.1	/

(cont.)
SMILES	Anthrax LF inh2	PrPC surface inh	SARS 3CLpro inh	PriA SSB inh	BH1578 lux ind	BoNT-A LC inh2	PfHsp40 rescue	Y pestis TopoI	TcdB GH inh
CCCCn1c2nc3ccccc3nc2c2c(=O)n(CCC(C)C)cnc21	1.0	-3.2	-1.7	3.5	i	0.7	0.8	6.6	/
O=C(c1ccccc1)C(Sc1ncn[nH]1)c1ccccc1 (stereo unspecified)	-1.5	-3.5	5.9	-19.9	i	0.2	-0.7	-8.3	/
N#Cc1ccc(CN2CCN(C(=O)CCNS(=O)(=O)c3ccc(F)c(Cl)c3)CC2)cc1	-5.4	-5.7	/	-11.7	i	-0.3	-1.2	17.0	0.5
COc1ccc(CNC(=O)c2cccnc2)cc1	4.8	0.2	-0.6	-18.0	3.8	-0.8	-0.8	3.9	0.4
CC(=O)Nc1c2c(nn1-c1ccccc1)CS(=O)C2 (stereo unspecified)	0.5	-4.3	0.9	-25.0	-0.4	0.2	0.0	-3.3	0.1
CC(C)=CCC(C)(C)/C=N/NC(N)=O	-10.6	-8.1	-2.0	/	i	0.5	-0.8	6.4	1.8
COC(=O)c1[nH]c2ccc(C)cc2c1NC(=O)Nc1ccc(OC)cc1	-0.3	-9.6	-2.5	-6.5	17.9*	0.5	0.2	8.5	/
Cc1cc(C)nc(N2CCC(C(=O)NCc3cccs3)CC2)n1	0.0	1.1	5.2	-21.1	-1.8	?	-0.4	9.7	/
CCCCn1c(=O)[nH]c(=O)c2c1nc(-c1cc(Cl)c(OC)c(OC)c1)n2C	-3.3	-2.2	-1.9	-3.4	-3.3	-1.8	-0.9	14.1	-5.5
CCCCCOC(=O)C1=C(C)Nc2nnnn2C1c1ccccc1Cl (stereo unspecified)	12.0	12.0	11.4	-6.5	i	0.6	-0.3	15.2	/
CCCn1nnnc1SCC(=O)Nc1nnc(CC)s1	0.5	-1.0	-13.7	-8.8	/	-0.4	-0.1	11.9	/
COc1ccc(C(=O)CN(CCC(=O)O)S(=O)(=O)c2ccc([N+](=O)[O-])cc2)cc1	-10.2	-13.0	/	-31.1	i	-1.6	-0.9	0.0	0.2
COc1cc(/C=C\C(=O)Nc2cc(=O)n(C)c(=O)n2C)cc(OC)c1OC	-0.1	0.9	-1.3	0.0	-0.9	-0.1	0.3	-4.2	0.9
C=CCc1c(O)nc(SCC(=O)c2ccccc2)[nH]c1=O	-4.0	-4.6	4.9	-5.3	i	0.2	0.7	-2.2	/

Not all compounds are listed; count on the stated rates, not on these rows.
